# Source: PubChem (National Center for Advancing Translational Sciences (NCATS))
# EPAC1 antag: blocks human EPAC1 exchange factor; Potency, µM (top dose mostly 115 µM), for the others: at the top dose activity change, negative = inhibition, actives largely listed as inhibitors; actives 0.14% (n = 360,000); EPAC1 GEF assay, Rap1b-BODIPY-GDP exchange fluorescence; O95398;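 further: plate controls were vehicle for no effect and positive control for full effect; nearly all actives have a fitted effect of over 50% in size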
# EPAC2 antagonist: antagonists of human EPAC2; Q8WZA2; EPAC2 GEF exchange of Rap1B-BODIPY-GDP, fluorescence; Potency, µM (series often up to 114 µM), for inactives: at the top dose activity, negative = inhibition, usual class: inhibitors; actives 0.18% (n = 360,000); further: on the % scale 0 is the no-effect control and ±100 the full control effect; nearly all actives have a fitted effect of over 45% in size; many of its hits are not listed in these tables
# Target sequence (Q8WZA2 whole entry, looked up): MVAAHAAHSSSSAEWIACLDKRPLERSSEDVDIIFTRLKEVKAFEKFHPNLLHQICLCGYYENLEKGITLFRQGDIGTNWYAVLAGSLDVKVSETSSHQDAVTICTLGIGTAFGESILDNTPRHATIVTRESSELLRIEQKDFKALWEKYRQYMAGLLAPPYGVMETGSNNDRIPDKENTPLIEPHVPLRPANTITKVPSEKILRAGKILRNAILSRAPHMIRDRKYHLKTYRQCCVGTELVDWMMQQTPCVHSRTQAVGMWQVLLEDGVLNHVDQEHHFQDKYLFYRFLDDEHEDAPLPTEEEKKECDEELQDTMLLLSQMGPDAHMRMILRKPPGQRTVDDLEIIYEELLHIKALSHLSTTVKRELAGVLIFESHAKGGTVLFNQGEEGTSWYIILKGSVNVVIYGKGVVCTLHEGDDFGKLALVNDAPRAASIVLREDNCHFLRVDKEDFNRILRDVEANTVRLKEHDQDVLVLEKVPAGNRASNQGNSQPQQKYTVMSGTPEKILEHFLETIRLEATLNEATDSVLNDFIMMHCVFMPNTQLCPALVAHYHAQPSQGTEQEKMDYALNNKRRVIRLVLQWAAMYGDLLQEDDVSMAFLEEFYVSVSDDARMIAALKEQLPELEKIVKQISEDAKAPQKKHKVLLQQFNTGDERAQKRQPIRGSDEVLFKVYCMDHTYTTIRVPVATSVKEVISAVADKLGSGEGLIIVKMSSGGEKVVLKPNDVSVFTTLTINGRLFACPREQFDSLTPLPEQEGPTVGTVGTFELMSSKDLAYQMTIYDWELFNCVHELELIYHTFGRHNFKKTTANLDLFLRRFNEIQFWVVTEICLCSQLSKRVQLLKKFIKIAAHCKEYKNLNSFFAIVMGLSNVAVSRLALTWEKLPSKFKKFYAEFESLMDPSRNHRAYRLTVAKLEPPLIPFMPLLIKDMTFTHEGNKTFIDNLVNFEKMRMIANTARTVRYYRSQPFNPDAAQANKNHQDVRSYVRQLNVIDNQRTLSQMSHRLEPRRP
# EPAC2 agonist: EPAC2 (human) agonism; EPAC2 activation, biochemical qHTS; response scale: 100% = 6.5 mM cAMP response; actives 0.079% (n = 360,000); Potency, µM (titrated, usually from 154 µM), for inactives: top-dose activation, most hits filed as activators; Q8WZA2; AID 720711; further: nearly all actives have a fitted effect of over 50% in size
#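 Setup: EPAC2 100 nM, labeled Rap1B complex 250 nM, free GDP 50 uM. Compound titrations pinned in, brief spin, 5 min room temperature incubation. Kinetic fluorescence read over 30 min, normalized to 6.5 mM cAMP.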
# aSyn yeast inh: rescues yeast growth from alpha-synuclein toxicity. Potency, µM (titrated, usually from 46.1 µM), for the others: at the highest dose growth rescue (activation), hits mostly activators. Yeast expressing alpha-synuclein, growth rescue, BacTiter-Glo, 24 h. actives 0.14% (n = 370,000). AID 652106; further: % of control where 0% means no effect; nearly all actives have a fitted effect of over 65% in size
#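 Readout is rescue of growth in alpha-synuclein-expressing yeast, so inhibitors of toxicity appear as activators. Growth after 24 hr at 30 deg C in galactose medium is quantified by luminescence.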
# FUS yeast rescue: FUS proteinopathy suppression in yeast; S. cerevisiae FUS-expressing, growth rescue, OD600, 24 h; Potency, µM (doses to about 76.6 µM), for the others: at the top dose growth rescue (activation), hits mostly activators; actives 0.24% (n = 390,000);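 further: plate controls were DMSO vehicle for no effect and reference control for full effect; nearly all actives have a fitted effect of over 55% in size; some results filed as inactive show a strong effect at the top dose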
#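 Restored growth of FUS-toxic S. cerevisiae, read as 600 nm absorbance after 24 h at 30C in galactose medium (starting OD 0.005). Controls CP55940 and DMSO.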
# PTHR1 ag: agonists of human PTHR1 parathyroid hormone receptor; HEK293 GP2 PTHR1 cells, GloSensor cAMP luminescence, 1 h; Potency, µM (titrated, usually from 115 µM), for the others: at the top dose activation, hits mostly activators; actives 0.075% (n = 410,000); further: nearly all actives have a fitted effect of over 55% in size; some results filed as inactive show a strong effect at the top dose; inactives centre near -15; many of its hits are not listed in these tables
#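 HEK-293-derived GP2 cells expressing PTHR1 and a GloSensor cAMP reporter, 3,000/well, plated overnight, given luciferin plus IBMX (each 0.5 mM as added) for 1 h at 37 °C, then compound for 1 h at 37 °C. Luminescence was read after 15 min at room temperature.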
# TDP43 rescue: inhibitors of TDP-43 toxicity in yeast | TDP-43 expressing yeast growth rescue, BacTiter-Glo, 24 h | Potency, µM (top dose mostly 46.1 µM), for inactives: top-dose growth rescue (activation), most hits filed as activators | actives 1.8% (n = 410,000); further: % of control where 0% means no effect; nearly all actives have a fitted effect of over 50% in size
#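 Yeast cells expressing TDP-43 under galactose induction are exposed to compounds for 24 hr at 30 deg C. BacTiter-Glo luminescence measures growth, so protective compounds score as activators.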
# EPAC1 ag: agonists of human EPAC1. O95398. EPAC1 agonist qHTS, biochemical assay; response scale: 100% = response to 6.5 mM cAMP. Potency, µM (series often up to 154 µM), inactives show at the highest dose activation, most hits filed as activators. actives 0.073% (n = 360,000). AID 720707; further: nearly all actives have a fitted effect of over 60% in size
#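 EPAC1 100 nM, Rap1B–BODIPY-GDP 250 nM, unlabeled GDP 50 uM; compound titration; 5 min RT; kinetic read ex480/em540 at 5-min intervals ×30 min; data normalized to 6.5 mM cAMP agonist control.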
# The depositor's hits bear a star; i = inactive; ? = inconclusive; · = no result given; [ ] = another dose, or the depositor's remark. The call rests on the fitted dose curve; in most records, active means well fitted curve in the direction sought with a large enough effect; inconclusive means small, poorly fitted or top-dose-only effect, or another doubt; inactive means no such curve, though single readings can be large; an effect the other way counts as inactive or inconclusive. Potency means the concentration at half of the fitted maximal effect.
SMILES,EPAC1 antag,EPAC2 antagonist,EPAC2 agonist,aSyn yeast inh,FUS yeast rescue,PTHR1 ag,TDP43 rescue,EPAC1 ag
CCOC(=O)c1cc(NC(=O)c2ccc(Cl)cc2)c(=O)oc1-c1ccccc1,0%,-3%,4%,12%,5%,i,1%,0%
O=C(Nc1ccccc1C(=O)N1CCCCCC1)c1cccc(S(=O)(=O)N2CCOCC2)c1,5%,-1%,-2%,2%,·,i,13%,3%
Cc1cccnc1NC(=O)CCC(=O)c1cccs1,-22%,3%,17%,-5%[1.84 µM],9%,-10%,8%,0%
COc1ccccc1N1CCN(S(=O)(=O)CCNC(=O)c2cc(OC)c(OC)c(OC)c2)CC1,-10%,5%,3%,4%,2%,-1%,19%,11%
COc1ccc(-c2c(C#N)c(N)nc3c2c(=O)n(C)c(=O)n3C)cc1Cl,-6%,0%,7%,1%,7%,i,-1%,1%
CC(=O)N1N=C(c2ccc(C)o2)CC1c1ccc(F)cc1 (configuration not stated),-1%,-2%,-7%,-5%,-16%,i,-2%,6%
COc1ccc(CNc2nc3ccccc3n2C(C)C)cc1,9%,2%,5%,0%,16%,-36%[inhibitor],4%,16%
CN(CCC#N)C(=O)COC(=O)c1ccc(Cl)c(S(N)(=O)=O)c1,-12%,9%,8%,1%,-2%,i,23%,0%
CN(Cc1cc(=O)[nH]c2ccccc12)C(=O)c1ccccc1,-3%,1%,12%,0%,7%,-14%,16%,-3%
Cc1ccc(Cn2nc(C)c(/C=N/NC(=O)c3cccnc3)c2C)cc1,-6%,-4%,1%,2%,7%,i,16%,-6%
O=C(CNC(=O)[C@@H]1Cc2ccccc2CN1)Nc1ccc2c(c1)OCO2,3%,1%,7%,1%,18%,i,-20%,4%
CC(C)(C)NC(=O)C(c1ccc(C(F)(F)F)cc1)n1c(=O)c(-c2cc3ccccc3[nH]2)nc2ccccc21 (configuration not stated),-15%,-19%,1%,7.1µM*,36%,-27%,?,-10%
O=C(CNC(=O)c1cccc(F)c1)NC1CC1,3%,-8%,8%,0%,·,i,9%,11%
CS(=O)(=O)N(Cc1ccc(C(=O)Nc2ccccc2Sc2ccccc2)cc1)c1ccccc1,-2%,-2%,0%,1%,-1%,i,0%,14%
COc1ccc(OC)c(-c2nnc(NC(=O)C(C)Sc3nncn3C)s2)c1 (configuration not stated),-11%,0%,1%,3%,9%,i,8%,-4%
O=C(O)/C(=C\c1ccccc1OC(F)F)Sc1nnc(-c2ccc(F)cc2)o1,?,-6%,10%,-74%[inhibitor],25%,-31%[inhibitor],·,4%
COc1ccc(OC)c(N=C(C)C2=C(O)COC2=O)c1,-8%,-5%,2%,3%,27%,i,12%,-3%
CCOC(=O)C1CCCN(S(=O)(=O)c2ccc3c(c2)CC(C)N3C(=O)C2CC2)C1 (configuration not stated),-6%,-7%,12%,10%,12%,-16%,11%,8%
COc1ccc(S(=O)(=O)N(C)c2ccccc2)c2cccnc12,-11%,-14%,7%,15%,8%,-24%,0%,-12%
CCOC(=O)Cc1ccc2sc(-c3ccccc3)nc2c1,-8%,-6%,0%,-20%,·,-20%,2%,5%

# Profiles, quoted from the list:
# O=C(O)/C(=C\c1ccccc1OC(F)F)Sc1nnc(-c2ccc(F)cc2)o1 across the screens: EPAC1 antag = ?; EPAC2 antagonist = -6%; EPAC2 agonist = 10%; aSyn yeast inh = -74%[inhibitor]; FUS yeast rescue = 25%; PTHR1 ag = -31%[inhibitor]; TDP43 rescue = ·; EPAC1 ag = 4%
# CS(=O)(=O)N(Cc1ccc(C(=O)Nc2ccccc2Sc2ccccc2)cc1)c1ccccc1 across the screens: EPAC1 antag = -2%; EPAC2 antagonist = -2%; EPAC2 agonist = 0%; aSyn yeast inh = 1%; FUS yeast rescue = -1%; PTHR1 ag = i; TDP43 rescue = 0%; EPAC1 ag = 14%

# (list continues)
SMILES,EPAC1 antag,EPAC2 antagonist,EPAC2 agonist,aSyn yeast inh,FUS yeast rescue,PTHR1 ag,TDP43 rescue,EPAC1 ag
CC1CCCCC1NCC(=O)NCc1ccc(F)cc1 (configuration not stated),-21%,-8%,0%,-4%,3%,i,-4%,-3%
CN1CCC(N2CCN(C3CN(C4CCCC4)S(=O)(=O)C3)CC2)CC1 (configuration not stated),0%,20%,2%,0%,-25%,-17%,0%,0%
CC(=O)Nc1ccccc1S(=O)(=O)CC1CC1(Cl)Cl (configuration not stated),8%,-21%,2%,2%,-4%,0%,15%,5%
COc1ccc(CN(C)C(=O)c2cc(S(=O)(=O)Nc3ccccc3F)ccc2C)c(OC)c1,-3%,-28%,-3%,0%,·,i,5%,-1%
COc1ccc(C(=O)Nc2ccc(S(=O)(=O)Nc3onc(C)c3C)cc2)c(OC)c1,7%,-6%,5%,2%,18%,-7%,17%,2%
CCOc1cc(CNc2ccc(O)cc2)cc(Br)c1OCc1ccccc1F,-19%,-6%,-5%,6%,19%,-43%[inhibitor][57.5 µM],25%,0%
O=C(CN1CCN(Cc2ccccc2)CC1)NC(=O)NCc1ccco1,-5%,-15%,0%,-7%,22%,i,-6%,-3%
CCn1c(=O)n(CC)c2cc(S(=O)(=O)Nc3c(C)cccc3C)ccc21,?,-15%,10%,-6%,5%,-31%[inhibitor],10%,-8%
C#Cc1ccc([C@@H]2C=C(C(=O)NCc3ccccc3)O[C@H](OCCCCO)C2)cc1,-16%,7%,9%,0%,6%,?,-20%,-23%
CNc1nc2c(c(=O)n(C)c(=O)n2C)n1Cc1ccccc1,6%,16%,3%,-1%,26%,i,2%,7%
O=C(c1ccccc1)c1cnc(Nc2ccc(Cl)c(Cl)c2)s1,3%,-6%,-3%,2%,-13%,i,14%,6%
CCOC(=O)CSc1nnc(COc2ccc3ccccc3c2)o1,-9%,-9%,11%,5%,0%,i,-13%,18%
COc1ccc2nc(N(CCN(C)C)C(=O)c3ccc4ncsc4c3)sc2c1,8%,2%,5%,-4%,-4%,-11%,8%,-9%
CO[C@@H]1CN(C)C(=O)c2cc(NC(=O)Nc3cc(F)ccc3F)ccc2OC[C@H](C)N(C(=O)c2ccccn2)C[C@@H]1C,-5%,-8%,-3%,-5%,39%,i,27%,-7%
Cc1cccc(NC(=O)[C@@H]2CCCN2C2=NS(=O)(=O)c3ccccc32)c1C,4%,7%,2%,-2%,·,i,14%,-1%
COC(C(=O)Nc1ccc(C(N)=O)cc1)c1ccccc1 (configuration not stated),-1%,1%,6%,-1%,-11%,i,19%,20%
Cc1ccc(S(=O)(=O)N2CCN(C(=O)CCC(=O)NCCc3ccc(F)cc3)CC2)cc1,2%,-2%,6%,-5%,23%,0%,-19%,6%
Cc1ccc(C(C(=O)NCc2ccco2)N(C(=O)CNC(=O)c2cccs2)c2c(C)cc(C)cc2C)cc1 (configuration not stated),2%,-1%,1%,-3%,13%,13%[57.5 µM],-12%,1%
O=C(COC(=O)CNC(=O)c1ccccc1)Nc1cccc(Br)c1,1%,-7%,13%,1%,1%,i,8%,-4%
Cc1nnc(SC(C)C(=O)Nc2ccc(Cl)cc2Cl)[nH]c1=O (configuration not stated),6%,-16%,6%,-5%[1.84 µM],10%,4%,2%,-4%
CCCCC(C(=O)NC1CCCC1)N(C(=O)c1snc(C(N)=O)c1N)c1ccc(F)cc1 (configuration not stated),-19%,-4%,-7%,7%,12%,i,-11%,-14%
Cc1ccc([N+](=O)[O-])cc1NC(=O)CSc1nncn1-c1ccccn1,11%,0%,5%,1%,1%,-23%,-11%,3%
CCCCOc1ccc(N(CC(=O)NC(C)(C)CC)C(=O)CCC(=O)Nc2ccccn2)cc1,-12%,-3%,-2%,9%,?,-10%,10%,-8%
COC(=O)c1ccc(C2NC(=O)NC(C)=C2C(=O)N(C)C)cc1 (configuration not stated),5%,7%,11%,3%,20%,-13%[57.5 µM],-13%,-2%
Cc1ccc(-c2nc(N3CCOCC3)sc2C(=O)N2CCOCC2)cc1,?,-11%,14%,-3%,-12%,i,-13%,-1%
CN(C(=O)c1cccc(NC(=O)Cc2ccc(NC(=O)C3CCN(C(=O)C4CCCCC4)CC3)cc2)c1)C1CC1,-7%,1%,9%,0%,9%,i,19%,2%
CCOC(=O)c1c(C)n(C)c2cc(CN(C)C)c(O)c(S(=O)(=O)c3ccccc3)c12,-1%,4%,5%,0%,4%,-4%,-8%,8%
O=C1c2ccccc2C(Nc2cccc(C(F)(F)F)c2)N1Cc1ccco1 (configuration not stated),0%,-8%,11%,5%,28%,-8%[57.5 µM],?,20%
CCOc1ccc(/C(O)=C2\C(=O)C(=O)N(c3cc(C)on3)C2c2ccccc2OC)cc1 (configuration not stated),-11%,5%,-2%,17%,24%,i,3%,-2%
O=C1[C@@H]2[C@H]3CC[C@H](C3)[C@@H]2C(=O)N1O,8%,-2%,13%,3%,-16%,i,-12%,8%
N#Cc1nc(Cc2ccccc2)oc1NCc1cccnc1,9%,1%,13%,-1%,-6%,i,-3%,5%
CCN(C(=O)c1c(N)cnn1C)c1ccccc1,-23%,9%,3%,2%,1%,i,19%,6%
CCNC(=O)N1CCCC(C(=O)c2ccc(C(F)(F)F)cc2)C1 (configuration not stated),14%,12%,-2%,3%,7%,-13%,19%,-3%
CCCCCn1c(CNC(=O)c2cccs2)nc2ccccc21,-7%,-8%,-13%,4%,-4%,26%[57.5 µM],1%,4%
CCOc1ccccc1N=Nc1c(C)[nH]n(C(N)=S)c1=O,-5%,-4%,8%,0%,15%,-5%,8%,10%
COC(=O)c1ccc(-c2nc(O)c3cnccn23)cc1,7%,2%,-15%,-4%,18%,i,-8%,-9%
O=C(CNc1ccccc1)N/N=C/c1ccc2c(c1)OCO2,1%,1%[57.1 µM],6%,-4%,-16%,-23%,0%,-8%
COc1cc(/C=N/NC(=O)c2ccncc2)cc2c1OCO2,-20%,15%,13%,-4%,-24%,i,12%,10%
O=C(CN1C(=O)c2cccc3cccc(c23)C1=O)N1CCN(Cc2ccc3c(c2)OCO3)CC1,-15%,-2%,2%,-10%,18%,-24%[57.5 µM],-19%,8%
Cc1ccc(NC(=O)c2nnn(CC(=O)Nc3ccc4c(c3)OCO4)c2N)cc1C,-25%,38%[activator],-4%,13%,1%,i,1%,-6%

# A few values from the entries so far.
# Under FUS yeast rescue, Cc1ccc(NC(=O)c2nnn(CC(=O)Nc3ccc4c(c3)OCO4)c2N)cc1C has the entry 1%
# Under aSyn yeast inh, CCNC(=O)N1CCCC(C(=O)c2ccc(C(F)(F)F)cc2)C1 (configuration not stated) has the entry 3%
# Under aSyn yeast inh, N#Cc1nc(Cc2ccccc2)oc1NCc1cccnc1 has the entry -1%

# Only part of the results is shown; count on the stated rates, not on these rows.
